# PAD4 inh – inhibitors of human PAD4 | Q9UM07 | inhibition, % at 6.36 µM | hit rate 0.41% among 330,000 | recombinant PAD4, RCA probe fluorescence polarization | AID 485272;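 active = percent inhibition above a cutoff equal to the mean of all tested compounds plus 3 SD, cut at about 15% in these data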;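 also: 0% = PAD4 with RCA probe and DMSO and 100% = probe without PAD4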
# Fam108B inh – counter-screen for RBBP9 inhibitors: inhibitors of mouse Fam108B; recombinant Fam108B, FP-Rh probe fluorescence polarization; hit rate 0.33% among 300,000; inhibition, % at 9.51 µM;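 active = inhibition above the screen mean inhibition plus 3 SD, computed separately per campaign, cut at about 18% in these data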;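 also: inhibitors lower polarization as less probe binds the enzyme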
# pPAFAH inh – inhibitors of human plasma PAF acetylhydrolase (pPAFAH). Q13093. recombinant pPAFAH, FP-rhodamine probe fluorescence polarization. inhibition, % at 3.39 µM. hit rate 1.5% among 330,000;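 active = inhibition above the mean inhibition across the screen plus 3 SD, cut at about 25% in these data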;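 also: inhibitors block binding of the rhodamine activity-based probe so polarization drops; 0% = enzyme with DMSO and 100% = wells lacking pPAFAH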
# PAFAH2 inh – PAFAH2 (human) inhibition; inhibition, % at 3.39 µM; hit rate 0.99% among 340,000; recombinant PAFAH2, FP-rhodamine activity probe, fluorescence polarization; Q99487;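 active = inhibition above the mean over all tested compounds plus 3 SD, cut at about 30% in these data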;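 also: inhibitors block probe labeling of enzyme so polarization drops; 0% = enzyme with DMSO and 100% = wells lacking PAFAH2 protein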
# PAFAH1B2 inh – PAFAH1B2 (human) inhibition. inhibition, % at 3.39 µM. recombinant PAFAH1B2, FP-rhodamine activity probe, fluorescence polarization. P68402. hit rate 1.2% among 340,000;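 active = inhibition above the mean of all tested compounds plus 3 SD, cut at about 24% in these data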;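 also: 0% = enzyme with DMSO and 100% = wells lacking PAFAH1B2; many of its hits are not listed in these tables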
# PAFAH1B3 FP inh – inhibitors of human PAFAH1B3 | inhibition, % at 3.39 µM | recombinant PAFAH1B3, FP-rhodamine probe, fluorescence polarization | Q15102 | hit rate 0.28% among 340,000;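 active = inhibition above the screen-wide average of all tested compounds plus 3 SD, cut at about 25% in these data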;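 also: 0% = enzyme with DMSO only and 100% = wells lacking PAFAH1B3 protein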
# GSTO1 counter – blocks human GSTO1 in RBBP9 counter-screen. recombinant GSTO1, activity-based probe fluorescence polarization. inhibition, % at 5.96 µM. hit rate 1.1% among 300,000;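 active = inhibition above the campaign mean inhibition plus 3 SD, cut at about 35% in these data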;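 also: 0% = GSTO1-1 with DMSO and 100% = wells lacking GSTO1-1 enzyme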
# Target sequence (P78417 whole entry, looked up): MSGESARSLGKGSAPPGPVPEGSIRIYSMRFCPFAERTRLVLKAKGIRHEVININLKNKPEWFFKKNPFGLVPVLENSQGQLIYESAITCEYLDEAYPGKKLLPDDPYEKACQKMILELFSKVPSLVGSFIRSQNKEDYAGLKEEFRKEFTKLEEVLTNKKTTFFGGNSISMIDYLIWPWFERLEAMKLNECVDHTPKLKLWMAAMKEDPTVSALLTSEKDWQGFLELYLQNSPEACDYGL
# LYPLA1 counter – counter-screen for PME1 inhibitors: inhibitors of human LYPLA1; AID 2174; inhibition, % at 5.9 µM; O75608; hit rate 0.16% among 320,000; recombinant LYPLA1, FP-Rh probe fluorescence polarization;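 active = inhibition above the mean of all tested compounds plus 3 SD, set per campaign, cut at about 14% in these data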;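 also: inhibitors block serine hydrolase probe labeling of LYPLA1 so polarization falls; 0% = enzyme with DMSO and 100% = wells lacking LYPLA1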
# Target sequence (O75608 whole entry, looked up): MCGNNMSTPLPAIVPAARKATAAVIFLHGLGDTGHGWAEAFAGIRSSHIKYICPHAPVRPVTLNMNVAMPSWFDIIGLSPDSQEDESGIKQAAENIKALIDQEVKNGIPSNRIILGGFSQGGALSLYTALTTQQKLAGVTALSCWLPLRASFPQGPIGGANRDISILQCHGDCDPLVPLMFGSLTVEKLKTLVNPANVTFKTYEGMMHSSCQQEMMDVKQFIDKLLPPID
# PME-1 primary – blocks human protein phosphatase methylesterase 1; Q9Y570; recombinant PME-1, FP-Rh probe fluorescence polarization; inhibition, % at 5.9 µM; hit rate 0.53% among 320,000; AID 2130;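 active = inhibition above the campaign mean of all compounds plus 3 SD, cut at about 26% in these data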;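 also: competitive labeling of PME-1 active site by serine hydrolase directed probe; 0% = PME-1 with DMSO and 100% = wells lacking PME-1 enzyme; inhibitors block probe labeling so polarization falls and inhibition rises; many of its hits are not listed in these tables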
# Target sequence (Q9Y570 whole entry, looked up): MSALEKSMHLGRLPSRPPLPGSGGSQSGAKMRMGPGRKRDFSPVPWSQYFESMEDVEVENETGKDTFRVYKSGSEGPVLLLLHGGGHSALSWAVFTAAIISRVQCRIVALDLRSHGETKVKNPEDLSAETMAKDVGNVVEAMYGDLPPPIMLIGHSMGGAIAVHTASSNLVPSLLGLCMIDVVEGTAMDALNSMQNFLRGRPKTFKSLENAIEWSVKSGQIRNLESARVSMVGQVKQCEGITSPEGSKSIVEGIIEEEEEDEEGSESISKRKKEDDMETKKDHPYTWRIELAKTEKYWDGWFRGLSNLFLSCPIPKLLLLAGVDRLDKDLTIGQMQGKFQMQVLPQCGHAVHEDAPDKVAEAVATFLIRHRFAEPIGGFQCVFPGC
# An asterisk follows results filed as active; . = no result given. These rows are one share of the data, so the mix of outcomes need not match the whole.
SMILES,PAD4 inh,Fam108B inh,pPAFAH inh,PAFAH2 inh,PAFAH1B2 inh,PAFAH1B3 FP inh,GSTO1 counter,LYPLA1 counter,PME-1 primary
COc1ccccc1CNC(=O)CN1C(=O)NC(Cc2ccccc2)(c2ccccc2)C1=O (centres undefined),-3,.,4,-1,2,0,.,.,.
O=C(Cc1sc(Nc2ccccc2)nc1-c1ccccc1)NCc1ccccc1,4,2,21,2,1,3,9,-7,22
CC1CCCCC1NC(=O)CN1C(=O)NC(C)(c2ccc(OC(F)F)cc2)C1=O (centres undefined),0,2,-1,4,4,5,6,2,3
COCCN(C(=O)COC(=O)c1nc(Cl)ccc1Cl)c1c(N)n(Cc2ccccc2)c(=O)[nH]c1=O,1,6,-5,1,8,2,-2,0,-3
Cc1sc2ncnc(SCC(=O)Nc3cccc(S(N)(=O)=O)c3)c2c1C,2,.,-1,-2,-1,6,.,.,.
Nc1nc(Nc2ccc(Cl)cc2Cl)nc(C(F)(F)F)n1,-2,5,4,10,-2,4,-12,-5,2
CCOC(=O)C1CCCN(C(=O)c2ccc3c(c2)N(Cc2ccccc2)C(=O)c2ccccc2S3=O)C1 (centres undefined),-3,-1,-3,2,3,-3,-4,3,12
COC(=O)c1oc(-c2ccc(Cl)cc2)nc1C,-1,-2,-2,1,0,2,2,-1,3
O=C(/C=C/c1ccccc1[N+](=O)[O-])OCC(=O)N1CCCC1,1,.,2,8,1,12,.,0,3
Cc1ccccc1Cn1c(C)nc2ccccc21,3,3,4,9,3,13,-1,1,3
CCOC(=O)C(NC(=O)CC)(Nc1ccccc1)C(F)(F)F (centres undefined),0,0,0,5,6,5,0,2,5
COC(=O)CSc1ncccc1-c1nc2ccccc2[nH]1,2,0,-2,1,-2,0,-1,-4,-5
Cn1cc(/C=C2\SC(=S)N(NC(=O)c3ccccc3)C2=O)c2ccccc21,-14,-36,3,-35,-17,-26,-24,-17,-39
Cc1occc1-c1nnc(SCC(=O)N2CCOCC2)n1Cc1ccco1,-5,-1,2,0,3,-7,-4,0,6
COc1ccc2nc(C)cc(N3CC(C)OC(C)C3)c2c1 (centres undefined),0,3,2,10,4,5,-10,4,-1
CCOC(=O)c1sc(N)c(C#N)c1COC(=O)C1=COCCO1,-7,.,-3,0,1,2,.,-4,4
CCOC(=O)Nc1ccc2c(CN3C(=O)NC(CC)(CC)C3=O)cc(=O)oc2c1,-1,-3,-2,.,.,.,-6,1,-3
CC1CCCN(S(=O)(=O)c2cc3c4c(c2)C(C)C(=O)N4CCC3)C1 (centres undefined),0,-2,7,3,2,6,0,-7,1
Oc1c(Br)cc(Br)cc1C=NCc1ccc(F)cc1,-4,1,16,12,1,8,8,0,-3
Nc1nc(SCC(=O)Nc2ccc3c(c2)CCC3)n[nH]1,0,2,-11,4,5,-1,2,-2,4
O=C(CSc1nc(C2CC2)nc2ccccc12)NCc1ccc2c(c1)OCO2,1,-3,1,.,.,.,-9,-3,-4
CC1CCCN(C(=O)CCNC(=O)Cn2cnc3ccccc3c2=O)C1 (centres undefined),1,-2,4,-6,7,6,-2,1,-4
c1ccc(OCc2cc(-c3ccccc3)no2)cc1,1,3,4,1,6,-2,8,-1,-5
Cc1ncc([N+](=O)[O-])n1CCOC(=O)c1ccc(Br)cc1,-4,-2,3,5,4,8,-2,0,1
COc1cccc(-c2cc(C(=O)N/N=C/c3cccc(OC)c3OC)c3ccccc3n2)c1,2,-25,-17,-22,-3,-18,-24,-27,-34
O=C(c1n[nH]c2ccccc12)N1CCN(S(=O)(=O)c2ccc(Cl)cc2)CC1,1,.,2,-4,17,4,.,-1,8
O=C(O)CCC(=O)Nc1ccc(-c2csc(Nc3cccc4ccccc34)n2)cc1,4,.,22,11,4,2,.,0,4
O=C(NC1CCN(C(=O)NCc2ccccc2)CC1)c1ccccc1,0,1,3,5,-2,4,2,3,2
NC(=O)C1CCN(c2ccc3c(c2)S(=O)(=O)c2ccccc2C3=O)CC1,-1,1,4,2,3,11,-8,-16,2
Cn1c(COc2ccccc2)nnc1SCc1nc2ccccc2[nH]1,2,-2,5,3,1,-2,6,-2,3
CCn1c(SCC(=O)NC2CCCCC2)nnc1-c1ccccc1F,-2,0,3,-4,0,8,-6,-3,-2
COc1ccc(Cn2c(=O)[nH]c3cc(C(=O)N4CCN(c5ccccc5)CC4)ccc3c2=O)cc1,1,1,2,-5,5,-6,4,-4,2
c1ccc2c(c1)c1cccc3ccc4cccc2c4c31,-3,.,-4,8,2,3,.,-1,-4
COc1cc(C(=O)O)ccc1OCc1c(C)noc1C,0,3,-3,-1,3,10,-9,-2,-2
O=c1[nH]c(CSc2nc3ccccc3s2)nc2ccccc12,8,0,-1,-1,31*,3,3,0,-2
CC(=O)NCc1ccc2[nH]c(C)cc2c1,-6,1,8,0,5,1,1,2,0
N/C(=N\OC(=O)CCCCCN1C(=O)c2ccccc2C1=O)c1ccccn1,2,11,3,9,2,6,6,-3,-9
CC1Nc2ccccc2C(=O)N1NC(=O)c1ccc(Br)cc1 (centres undefined),0,0,1,-4,-4,6,10,-1,-11
CC(C)CC(=O)Nc1ccc2oc(-c3ccncc3)nc2c1,-1,2,2,-5,6,16,3,0,-2
O=C(CN1C(=O)NC(c2ccccc2)(c2ccccc2)C1=O)NC1CCCCC1,5,.,4,5,2,6,.,0,1
CC(C)CNC(=O)C1CCCN1S(=O)(=O)c1ccc(Cl)cc1 (centres undefined),-1,-1,10,-8,2,-11,-3,2,-1
Cc1cc(N)n(-c2ncnc3scc(-c4ccccc4)c23)n1,-2,2,2,-1,3,5,3,0,-2
CC(C)Sc1cc(N2CCCC2)nc(-c2ccccc2Cl)n1,-6,2,4,10,2,1,1,2,1
CCCNc1nc(N)nc(-c2cc(Cl)ccc2OC)n1,-4,1,2,2,1,2,5,-1,3
Cc1cc(=O)c2cc(NC(=O)c3ccccc3Cl)ccc2[nH]1,3,0,-2,3,6,9,1,1,-7
Nn1c(SCC(=O)Nc2ccc3c(c2)OCO3)nnc1-c1ccccc1,-6,0,1,-1,3,8,2,0,-2
c1ccc(-c2ccn3nnnc3n2)cc1,-1,2,3,9,3,1,12,0,-3
Cc1cc(C)n(C(=O)C(C)N2C(=O)c3ccccc3C2=O)n1 (centres undefined),-6,-1,8,4,-1,0,-8,1,7
CC1CN(C(=S)Nc2cccc(F)c2)CC(C)O1 (centres undefined),1,-1,-1,-13,5,4,1,0,-8
CCn1c(=O)c2c(nc(SCC(=O)N3CCCC(C)C3)n2C)n(C)c1=O (centres undefined),-4,-2,3,9,1,-1,-1,-4,4
Cc1cc(S(=O)(=O)N2CCN(c3c(C)cccc3C)CC2)ccc1F,0,0,1,6,0,1,6,2,1
CC1(C)CN(c2ccsc2C(=O)O)C1=O,-3,-2,-2,.,.,.,-15,-1,-8
Cc1cc(-c2n[nH]c(=S)n2-c2ccc(C)c(C)c2)no1,1,1,2,-8,2,2,1,1,-6
CCN(CC(=O)NCc1cccs1)C(=O)c1cccc(S(=O)(=O)NC)c1,0,1,2,3,1,9,2,0,-2
COCCc1nnc(NC(=O)C23CC4CC(CC(C4)C2)C3)s1,1,2,3,2,15,9,0,-1,-1
CN(C)CCCn1c(SCC(=O)N2CC(=O)Nc3ccccc32)nc2ccccc2c1=O,2,4,-1,7,4,8,8,1,4
Cc1c(C(=O)N/N=C/C(C)C)[nH]c2c([N+](=O)[O-])cccc12,-4,-3,-8,2,3,-2,2,3,2
O=C(c1cccc(C(F)(F)F)c1)C1CCCN(C(=O)CN2CCCC2=O)C1 (centres undefined),-6,0,0,-1,-2,2,7,2,-10
Cc1cccc(NC(=O)c2nc[nH]c2C(=O)N[C@@H](Cc2ccccc2)C(=O)OC(C)(C)C)c1,2,-39,-12,-47,-20,-27,-8,-32,-55
c1ccc(CNc2ncnc3nc[nH]c23)nc1,1,-2,-2,2,4,3,6,4,-1

# (continued)
SMILES,PAD4 inh,Fam108B inh,pPAFAH inh,PAFAH2 inh,PAFAH1B2 inh,PAFAH1B3 FP inh,GSTO1 counter,LYPLA1 counter,PME-1 primary
CN1[C@@H]2CC[C@H]1CC(OC(=O)C(CO)c1ccccc1)C2 (some centres undefined),1,1,2,0,-3,2,4,-4,-3
C[C@H](NC(=O)c1ccccc1Cl)C(=O)NCc1cccs1,-3,-6,2,2,-1,2,6,-1,-8
CCc1cc(=O)oc2cc(C)c(CN3CCCC(C)C3)c(O)c12 (centres undefined),-9,-5,52*,8,-3,6,3,-9,-7
N#CNC(=Nc1ccc(Cl)cc1)Oc1ccccc1,3,-1,8,2,7,-1,11,-1,-3
COc1ccc(S(=O)(=O)Cc2ccc(C(=O)N3CCN(c4ccccc4)CC3)o2)cc1,5,1,-8,2,3,-1,6,-4,-1
Cc1cc(-n2c(SCC(=O)NCCC3=CCCCC3)nc3n[nH]c(C)c3c2=N)ccc1Cl,-3,-4,-2,1,-3,1,-2,-8,-10
CCc1nnc(NC(=O)c2oc3cc(C)c(C)cc3c2C)s1,1,0,-3,8,5,-2,7,0,-8
CCc1cccc(NC2c3ccccc3C(=O)N2c2ccc(C)cn2)c1 (centres undefined),-2,-2,2,3,3,4,6,3,0
O=C(/C=C/c1ccc2c(c1)OCO2)c1cccnc1,2,1,1,3,3,6,9,-5,5
CCOC(CNC(=O)CCc1c(C)nc2ncnn2c1C)OCC,-4,2,1,-1,7,8,-3,-2,2
CCN(c1ccccc1)c1nc2nonc2nc1NCCO,-3,-4,-1,-1,4,0,-9,5,4
Cc1cc(C(=O)COC(=O)c2ccc(N)c([N+](=O)[O-])c2)c(C)n1Cc1ccc2c(c1)OCO2,-1,-7,2,10,0,-4,-5,0,-3
O=C(O)C1CCCCN1S(=O)(=O)c1ccc2ccccc2c1 (centres undefined),-5,3,7,0,8,2,1,2,-9
CCNC(=S)Nc1ccc(Cc2ccncc2)cc1,4,0,4,5,1,7,-6,-4,-5
Nc1ncnc2c1ncn2[C@@H]1O[C@H](CNS(=O)(=O)c2cc(S(=O)(=O)c3ccccc3)cs2)[C@@H](O)[C@H]1O,-1,.,9,0,8,4,.,.,.
CCNC(=S)N1CCN(CC(=O)Nc2ccc(OC)cc2)CC1,3,-3,0,1,-1,12,8,1,7
O=C(NNC(=O)c1nn(-c2ccc(F)cc2)ccc1=O)c1ccccc1Cl,-1,2,-2,6,-1,10,11,1,4
Cc1ccc(/C=N/n2c(C)nc3ccccc3c2=O)o1,4,2,1,4,1,9,21,0,-1
COCc1cc(C)nc(SCC(=O)Nc2ccccc2C)c1C#N,1,-1,7,2,1,12,11,3,-6
COc1ccc(S(=O)(=O)N2CCc3ccccc32)cc1C(=O)OCC(=O)c1c(N)n(C)c(=O)n(C)c1=O,7,-8,-1,-10,-16,-36,1,-5,8
COc1ccc(C(=O)C2CCCN(Cc3cc(C)c(O)c(C)c3)C2)c(OC)c1 (centres undefined),5,2,-6,6,-2,-2,7,-6,3
CC1CC(Nc2ccccc2)=CC(=O)O1 (centres undefined),-5,2,1,-5,1,3,2,3,0
COc1ccc(N2CCN(S(=O)(=O)CCNC(=O)C(C)Oc3ccccc3)CC2)cc1 (centres undefined),0,3,5,5,-3,-1,6,3,-3

# Screening data as filed in PubChem.
